# M5 PAM: CHRM5 positive allosteric modulation | actives 0.3% (n = 360,000) | CHO-K1 hM5, Fluo-8 calcium, ACh EC20 PAM; 0% = ACh EC20, 100% = ACh EC100 | AID 624038 | P08912 | activation, % at 3 µM;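 active means activation above the run cutoff, the mean activation of all test compounds plus 3 SD, cut at about 18% in these data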
# Target sequence (P08912 whole entry, looked up): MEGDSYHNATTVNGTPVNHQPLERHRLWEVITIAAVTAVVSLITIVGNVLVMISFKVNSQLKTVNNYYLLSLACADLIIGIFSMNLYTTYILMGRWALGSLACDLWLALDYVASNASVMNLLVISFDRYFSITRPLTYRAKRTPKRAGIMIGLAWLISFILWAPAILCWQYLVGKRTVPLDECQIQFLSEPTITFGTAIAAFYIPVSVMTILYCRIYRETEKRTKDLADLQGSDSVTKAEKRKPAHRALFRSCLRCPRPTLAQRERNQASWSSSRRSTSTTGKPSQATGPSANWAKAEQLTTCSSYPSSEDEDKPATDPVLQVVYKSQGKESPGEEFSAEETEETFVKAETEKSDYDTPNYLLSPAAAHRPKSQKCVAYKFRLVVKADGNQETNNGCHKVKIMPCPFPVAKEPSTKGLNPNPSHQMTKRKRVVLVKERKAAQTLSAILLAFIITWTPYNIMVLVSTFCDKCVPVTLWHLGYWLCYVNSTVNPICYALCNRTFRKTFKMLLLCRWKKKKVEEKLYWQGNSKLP
#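 System: CHO-K1 cell line with stable human muscarinic M5 receptor expression | Also added: EC20 acetylcholine as agonist stimulus | Compound: One concentration, 3 µM final (nominal) | Timing: Fluo-8 loading 80 min at 37 °C plus 30 min room temperature | Measured by: Fluo-8 calcium dye fluorescence, kinetic read | Read-out basis: % activation, ACh-normalized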
# CRFR2-BP antag: antagonists of CRF-binding protein/CRF-R2 receptor complex. HEK293 CRF-R2/CRF-BP, CRF-induced calcium fluorescence. inhibition, % at 11.8 µM. actives 0.59% (n = 350,000). AID 588475;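 active means inhibition of the ligand-induced calcium signal above about 50% at the single tested concentration, limit read from the data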
# CRFR2-BP ag: agonists of human CRF-binding protein/CRF-R2 receptor complex | HEK293 CRF-R2/CRF-BP, calcium dye fluorescence (FLIPR); percent of saturating CRF peptide response | AID 588473 | activation, % at 13.2 µM | actives 0.46% (n = 350,000);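 active means activation of at least 50%, plus an integration ratio under a set limit after plate pattern correction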;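 further: plate controls were neutral control wells without compound for no effect and CRF at EC100 for full effect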
# CHRM1 PAM: potentiates human M1 receptor response to acetylcholine; actives 0.088% (n = 360,000); P11229; AID 588819; CHO-K1 hM1, Fluo-8 calcium fluorescence, ACh EC20; 0% = ACh EC20, 100% = maximal ACh; activation, % at 3 µM; in the data active means activation above about 19%, passing the limit was not always enough
# M4 antag: antagonists of human muscarinic M4 receptor (CHRM4) | inhibition, % at 3 µM | AID 624125 | actives 0.73% (n = 360,000) | CHO-hM4 cells, ACh EC80, Fluo-8 calcium fluorescence;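 active means inhibition above its plate's cutoff, the mean inhibition of sample wells plus 3 SD, cut at about 27% in these data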;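 further: 0% = acetylcholine EC80 with DMSO and 100% = DMSO without agonist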
# Target sequence (P08173 whole entry, looked up): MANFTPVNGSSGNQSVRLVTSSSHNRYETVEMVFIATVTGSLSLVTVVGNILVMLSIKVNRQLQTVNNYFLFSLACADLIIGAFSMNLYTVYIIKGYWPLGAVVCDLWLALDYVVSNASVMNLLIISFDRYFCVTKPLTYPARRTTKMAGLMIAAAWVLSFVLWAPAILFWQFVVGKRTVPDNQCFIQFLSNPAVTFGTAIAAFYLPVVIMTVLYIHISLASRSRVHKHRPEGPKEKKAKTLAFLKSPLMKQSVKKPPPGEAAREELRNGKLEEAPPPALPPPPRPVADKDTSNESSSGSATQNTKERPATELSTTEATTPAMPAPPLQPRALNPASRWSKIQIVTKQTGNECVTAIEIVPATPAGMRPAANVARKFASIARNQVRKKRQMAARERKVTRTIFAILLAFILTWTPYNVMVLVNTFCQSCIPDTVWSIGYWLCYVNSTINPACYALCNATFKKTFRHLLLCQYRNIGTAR
# CHRM4 agonist: agonists of human muscarinic M4 receptor (CHRM4); P08173; CHO-K1 hM4/Gqi5, Fluo-8 calcium fluorescence; vehicle 0%, full acetylcholine response 100%; activation, % at 3 µM; actives 0.14% (n = 360,000);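 active means activation above the run mean over all test wells plus 3 SD, cut at about 32% in these data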;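 further: peak over basal fluorescence ratio per well then scaled between controls; 0% = DMSO wells and 100% = acetylcholine at EC100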
# M4 PAM: CHRM4 positive allosteric modulation | actives 0.4% (n = 360,000) | activation, % at 3 µM | CHO-K1 hM4/Gqi5, Fluo-8 calcium fluorescence, ACh EC20; 0% = ACh EC20, 100% = maximal ACh | AID 624126 | P08173;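 active means activation above its plate's cutoff, the mean activation of sample wells plus 3 SD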; further: some results filed as inactive read as strong as hits
# M5 antag: CHRM5 antagonism in calcium assay; CHO-hM5 cells, Fluo-8 calcium fluorescence, ACh EC80; actives 0.59% (n = 360,000); inhibition, % at 3 µM;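 active means inhibition above a per-plate cutoff, the mean of that plate's test compounds plus 3 SD, cut at about 27% in these data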;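 further: 0% = acetylcholine EC80 with DMSO and 100% = DMSO without agonist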
# M5 ag: agonists of human muscarinic M5 receptor (CHRM5) | P08912 | CHO-K1 hM5 cells, Fluo-8 calcium fluorescence; 0% DMSO wells, 100% maximal acetylcholine response | activation, % at 3 µM | actives 0.19% (n = 360,000);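 active means activation above the run's mean over test compounds plus 3 SD, cut at about 23% in these data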;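 further: signal is peak over basal fluorescence ratio across the kinetic read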
# An asterisk follows results filed as active; . = not tested or not shown.
# Values run as follows: M5 PAM, CRFR2-BP antag, CRFR2-BP ag, CHRM1 PAM, M4 antag, CHRM4 agonist, M4 PAM, M5 antag, M5 ag
CCOC(=O)CC1(C)Oc2ccccc2N1S(=O)(=O)c1ccc(C)cc1 (configuration not stated)
→ -12, ., ., ., -10, 3, -5, -7, -6
O=S(=O)(NCC1CCCO1)c1ccc(S(=O)(=O)N(Cc2ccc(F)cc2)Cc2ccco2)cc1 (configuration not stated)
→ -12, 21, 5.1, -11, 4, 4, -12, 1, 1
CCOc1ccc(-c2nn[nH]n2)cc1OCC
→ -1, 10, 0.5, -8, 7, 1, 0, -4, -1
Cn1ncc2c(N3CCN(c4ccc(Cl)c(Cl)c4)CC3)ncnc21
→ -4, -7, 7.2, 2, 4, 5, -2, 17, 6
CCCCN(CC)CCCNC(=O)c1ccc(CS(=O)(=O)c2ccccc2C)o1
→ -3, 27, 0.5, -2, 3, 0, -9, 4, -7
O=C(NN1CCOCC1)c1cccc(COc2cccc(Br)c2)c1
→ -12, 16, 0.3, 6, -2, 4, -11, -12, -1
[O-]/C(=C(\C(=S)NCc1ccco1)[n+]1ccccc1)c1ccccc1Br
→ -2, -27, 2.7, 8, -3, 0, -1, -4, -5
O=C(COC(=O)CCC1CCCC1)Nc1ccccc1Sc1ccccc1
→ 3, 32, -3.0, -1, -3, 0, 7, -3, -5
CCOC(=O)C1=C(C)NC(C)=C(C(=O)OCC)C1C(=O)OCC(=O)N(C)Cc1ccccc1
→ -4, 4, -1.2, 1, 5, 1, -5, 10, 1
COc1ccc(N(C)S(=O)(=O)c2cccc(C(=O)NC3CCCCC3C)c2)cc1 (configuration not stated)
→ -5, -6, -0.9, -1, -3, 7, -2, 3, -2
CCCC(NS(=O)(=O)c1ccc(OC)cc1)C(=O)O (configuration not stated)
→ 4, 17, -0.7, -1, 6, -1, -10, -4, -2
Cc1cc(OC(C)C(=O)NCCCN2CCCC2=O)c2c(C)c(C)c(=O)oc2c1 (configuration not stated)
→ 0, 4, 0.9, 6, -3, -1, 8, 2, -6
NC(=O)c1oc2ccccc2c1NC(=O)c1ccc(F)cc1
→ -12, -12, -0.5, -30, 39*, 7, -18, 8, 1
O=C(c1cc(C2CC2)nn1-c1ccccc1)N1CCN(c2ccccn2)CC1
→ -10, 12, -3.5, -21, -12, 5, 10, 0, -4
CCOC(=O)[C@]12CCCC=C1N(CCC1=CCCCC1)C(=O)[C@H](CC(=O)NCCC(C)C)C2
→ -6, ., ., ., -12, 13, 0, -1, -4
Cc1c(-c2ccn[nH]2)cc(NC(=O)c2ccc(Cl)cc2)c(=O)n1N
→ 10, -20, -0.4, -9, -3, 3, -4, 12, -2
CCc1ccc(NC(=O)CS(=O)CC(=O)NCCCc2ccccc2)cc1 (configuration not stated)
→ -2, -9, -0.8, 6, -4, 1, 8, 3, -1
COC(=O)Cn1c(CN2CCC(Cc3ccccc3)CC2)nc2c1c(=O)n(C)c(=O)n2C
→ 6, 12, 0.2, 4, 1, 0, 9, -12, 2
COC(=O)c1ccc(CSCc2ccc(C(=O)OC)o2)o1
→ 2, 10, 0.4, -2, -6, 5, -1, 8, 0
CCCCCCCCCCCC(=O)NC(C(=O)O)C(O)c1ccccc1 (configuration not stated)
→ 7, 26, 4.3, -2, -1, 0, 4, 10, -2
COc1ccc(C2CC(c3ccccc3)=NN2C(=O)CN2CCN(Cc3ccccc3)CC2)cc1 (configuration not stated)
→ -3, -7, -1.3, -1, -1, 9, -9, 9, -6
COc1cc(C(=O)C(=O)N2CCN(c3ccccc3)CC2)cc(OC)c1OC
→ 9, ., ., ., -10, 6, 7, -9, 0
Cc1ccc2cc(COC(=O)c3cccc([N+](=O)[O-])c3)c(=O)[nH]c2c1
→ 5, -9, -1.1, 5, 7, 1, -4, -1, 0
c1ccc(CSc2ccc(-c3cccnc3)nn2)cc1
→ -9, -11, -5.2, 9, -9, 1, -9, 3, 3
Cc1ccccc1Oc1ccc2c(c1)[C@@H]1C[C@H](N(C)C(=O)Nc3cc(Cl)cc(Cl)c3)[C@H]([C@H](C)O)C(=O)N1CC2
→ 4, -6, 2.4, 10, -12, 1, 4, -8, 1
O=C(Nc1ccccc1C(=O)N1CCOCC1)c1ccco1
→ -4, 35, -2.5, 4, 3, 0, 4, 3, 0
Cc1ccc(C)c(OCC(=O)Nc2cc(C(=O)O)cc(C(=O)O)c2)c1
→ 1, 14, -0.6, 4, 2, 1, -2, 0, -3
CCOC(=O)c1c(NC(=O)CN2C(=O)c3ccccc3C2=O)sc(Cc2ccc3c(c2)OCO3)c1C
→ 1, 6, 6.7, 5, -15, 1, 2, -1, 1
Cc1oc(C(=O)O)cc1COc1ccc2c(C)cc(=O)oc2c1
→ 9, 4, 0.4, 5, 0, 2, 4, -1, -3
CC1(C(=O)NS(=O)(=O)c2cccc(Cl)c2)CCN1C(=O)C1(c2ccccc2)CC1 (configuration not stated)
→ -2, ., ., 7, -11, 1, 4, 8, 0

# Single entries from above.
# M4 PAM with CCCC(NS(=O)(=O)c1ccc(OC)cc1)C(=O)O (configuration not stated) reads -10
# M5 PAM with CCOC(=O)C1=C(C)NC(C)=C(C(=O)OCC)C1C(=O)OCC(=O)N(C)Cc1ccccc1 reads -4

# Sorted by value in M4 antag (rising): 3 from the list above.
SMILES,M4 antag
O=C(c1cc(C2CC2)nn1-c1ccccc1)N1CCN(c2ccccn2)CC1,-12
Cc1oc(C(=O)O)cc1COc1ccc2c(C)cc(=O)oc2c1,0
COC(=O)Cn1c(CN2CCC(Cc3ccccc3)CC2)nc2c1c(=O)n(C)c(=O)n2C,1

# In the list so far, these have a COOH group:
# Values run as follows: M5 PAM, CRFR2-BP antag, CRFR2-BP ag, CHRM1 PAM, M4 antag, CHRM4 agonist, M4 PAM, M5 antag, M5 ag
CCCC(NS(=O)(=O)c1ccc(OC)cc1)C(=O)O (configuration not stated)
→ 4, 17, -0.7, -1, 6, -1, -10, -4, -2
CCCCCCCCCCCC(=O)NC(C(=O)O)C(O)c1ccccc1 (configuration not stated)
→ 7, 26, 4.3, -2, -1, 0, 4, 10, -2
Cc1ccc(C)c(OCC(=O)Nc2cc(C(=O)O)cc(C(=O)O)c2)c1
→ 1, 14, -0.6, 4, 2, 1, -2, 0, -3
Cc1oc(C(=O)O)cc1COc1ccc2c(C)cc(=O)oc2c1
→ 9, 4, 0.4, 5, 0, 2, 4, -1, -3

# Additional entries:
# Values run as follows: M5 PAM, CRFR2-BP antag, CRFR2-BP ag, CHRM1 PAM, M4 antag, CHRM4 agonist, M4 PAM, M5 antag, M5 ag
Cc1ccc(S(=O)(=O)N2CCC[C@H]2C(=O)OCC(=O)Nc2ccc3c(c2)OCO3)cc1
→ 1, 4, -0.9, -2, 10, 5, 0, 9, 0
O=C(NN=Cc1ccc([N+](=O)[O-])cc1)c1ccncc1
→ -3, -12, -3.0, 4, -10, 1, 6, 4, 3
O=[N+]([O-])c1cccnc1N1CCOCC1
→ -2, -30, 0.8, 11, 2, 1, -1, -2, 2
Cc1cccc(C)c1N1C(=O)[C@@H]2C(c3ccccc3Cl)=NO[C@@H]2C1=O
→ -1, 2, 2.1, 4, 2, 3, -13, 13, 0
COc1ccc(C2=NN(C(=O)c3ccccc3)C(c3ccc(OC)c(OC)c3)C2)cc1OC (configuration not stated)
→ -2, -5, -2.5, 7, 0, 0, 3, 12, -3
CC(C)NC(=O)NC(=O)COc1ncnc2sccc12
→ 1, 7, -1.5, 9, 5, 0, -1, 0, 0
O=P(c1cccs1)(c1cccs1)c1cccs1
→ 7, 1, 0.4, 8, -11, 0, 8, -13, -4
O=C(N/N=C/c1cc(Cl)ccc1O)c1ccc(Br)cc1
→ 1, 11, 9.8, -4, -4, 3, -9, -8, 0
COC(=O)CSc1nnc(CNC(=O)c2ccc(OC)cc2OC)n1C
→ -2, 0, 0.0, 0, -1, 1, 6, -6, 0
COc1ccccc1Cc1c(-c2ccc(OC)c(OC)c2)nc2c(Cl)cc(C(F)(F)F)cn12
→ -2, ., ., ., -9, 0, 1, -5, 0
O=C(/C=C\c1ccccc1)Oc1cccc2cccnc12
→ -3, -12, -1.0, 5, -5, 12, -10, 20, 3
Cc1ccc(C(=O)N/C(=C/c2cccnc2)C(=O)O)cc1
→ 3, 5, 1.1, 6, -5, 0, 1, -4, -1
COc1ccc(CCNC(=O)CSc2nc3cc(Cl)ccc3o2)cc1OC
→ -6, 17, 0.5, -1, 11, 6, 3, 4, 4
Cc1ccc(NC(=S)NCCc2c[nH]c3ccccc23)c(C)c1
→ 2, -5, -2.2, 4, -5, 4, -14, -2, -5
COc1ccc(-c2nc(C=O)cs2)cc1
→ -10, -6, 0.7, 4, -3, 2, -1, 6, 2
CC(C)Oc1ccc(CCNC(=O)CC2C(=O)NCCN2C)cc1 (configuration not stated)
→ 9, 6, -0.6, 11, -12, 1, 6, -16, 5
Cc1cc(C)c(-n2nnnc2SCC(=O)c2cccs2)c(C)c1
→ -1, 23, 9.4, 11, 1, 2, -4, -2, -3
CC(=O)Nc1ccc(NC(=O)N2CCCCC2)cc1
→ 4, 11, -0.5, 5, 5, 0, 2, -4, 0
COC(=O)CC1=C(C(=O)OC)C(c2ccncc2)C(C#N)=C(N)O1 (configuration not stated)
→ 5, 22, 1.1, 9, -10, 1, 3, -6, -1
N#C/C(=N\Nc1ccc(S(=O)(=O)N2CCCCC2)cc1)C(N)=S
→ -4, -5, 0.1, 7, 1, 7, -2, 3, 7
Cc1nc2ccc(C(=O)N/N=C/c3ccc(O)cc3)cc2[nH]1
→ -2, 17, 3.0, 16, -9, 0, 4, 3, -2
O=C(CCC(=O)OCC(=O)c1ccc(Br)cc1)NC1CCCCC1
→ 7, 2, -3.0, 7, 1, 2, 5, -7, -5
Cc1ccccc1NC(=O)c1ccccn1
→ 5, -8, 0.6, 8, 2, -1, 1, 9, 4
CN(C)CCn1c(COc2ccccc2)nc2ccccc21
→ -4, -6, -3.4, 1, -9, 3, 3, 9, 0
COc1ccccc1NC(=O)c1ccc2nc(C)c(C)nc2c1
→ -2, -3, -0.3, 2, -10, 3, 3, 10, -3
O=C(O)C1=C[C@@H](c2coc3ccccc3c2=O)C[C@@H](OCCCCO)O1
→ -3, 6, 1.6, 6, -3, 3, 4, 9, 6
C1CCN(CCCNC2C3CC4CC(C3)CC2C4)C1 (configuration not stated)
→ 4, 4, 5.1, 7, 9, -2, 1, -2, -4
CCCNC(=O)C1(C)CCCN(Cc2c(F)cccc2F)C1 (configuration not stated)
→ 1, ., ., 1, 6, 0, -2, 8, 0
CCc1cc(/C(Cc2ccc3ccccc3n2)=N\O)c(O)cc1O
→ -3, -6, -2.6, 12, 17, 7, -3, 8, 7
CC(=O)c1cnc(-c2ccccc2Cl)s1
→ 4, 15, -1.6, 15, -5, 2, 6, 8, -7
COc1ccc(/C=N/NC(=O)c2ccc3nc[nH]c3c2)cc1
→ -18, 20, 0.0, -5, 4, 13, -11, 8, 4
Cc1ccc(S(=O)(=O)N2CCC(C(=O)NCCN3CCCCCC3)CC2)cc1
→ -7, 6, -1.0, -15, 16, 1, -11, 10, -5

# Screens from PubChem.
